Source: PubChem
JMJD2A Tudor – blocks the human JMJD2A Tudor domain; AlphaScreen JMJD2A-Tudor / H3K4me3 peptide binding; Potency, µM (top dose mostly 114 µM), without a hit: top-dose activity change, negative = inhibition, hits mostly inhibitors; AID 504339; 4.4% of 390,000 active; O75164; note: potency is the fitted concentration of half-maximal effect; % is set by controls: 0 for no effect and ±100 for the full control effect; nearly all actives have a fitted effect of over 50% in size
G9a block – inhibitors of human histone lysine methyltransferase G9a; G9a H3K9 monomethylation, AlphaScreen, 2 h; AID 504332; Potency, µM (titrated, usually from 102 µM), inactives show at the top dose activity, negative = inhibition, hits mostly inhibitors; Q96KQ7; 8.8% of 350,000 active; note: potency is the fitted concentration of half-maximal effect; % is set by controls: 0 for no effect and ±100 for the full control effect; nearly all actives have a fitted effect of over 75% in size
Target sequence (Q96KQ7 913-1193 limits assumed): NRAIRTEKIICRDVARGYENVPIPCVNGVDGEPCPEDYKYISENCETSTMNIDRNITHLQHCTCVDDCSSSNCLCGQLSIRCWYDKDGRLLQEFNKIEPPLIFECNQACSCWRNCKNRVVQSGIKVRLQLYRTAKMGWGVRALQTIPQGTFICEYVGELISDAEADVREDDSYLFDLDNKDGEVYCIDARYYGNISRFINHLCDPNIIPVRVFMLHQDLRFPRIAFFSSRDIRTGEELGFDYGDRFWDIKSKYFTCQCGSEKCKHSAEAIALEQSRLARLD
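G9a (20 nM) preincubated 15 min RT with compounds, then 500 nM biotinylated H3K9 peptide and 20 uM SAM added; 2 h RT reaction. Monomethyl-H3K9 product detected by AlphaScreen with anti-H3K9me1 antibody, streptavidin donor and anti-rabbit IgG acceptor beads.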
ERG-DNA inh – ERG Ets/DNA interaction inhibition; fluorescence polarization, His-ERG Ets domain / labelled DNA; Potency, µM (highest dose often 76.9 µM), for inactives: at the top dose FP activity, negative = inhibition, most hits filed as inhibitors; 0.028% of 370,000 active; active = well fitted inhibition curve with a large enough effect in the polarisation, with a control signal flat; inconclusive = small, poorly fitted or top-dose-only effect, or effect the other way, or a change in a side signal; inactive = no such curve, though single readings can be large or run the other way; the % refers to the polarisation;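 note: polarization taken with two DNA probes labelled with fluorescein and Texas red; potency is the fitted concentration of half-maximal effect; % of control where 0% means no effect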
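His-tagged ERG Ets domain (1 uM in the protein solution; 300mM KCl, 50mM Tris-HCl, 1mM EDTA, 1mM DTT, pH 7.5) received compound, then a probe mix of 5 nM fluorescein-DNA and 100nM Texas-615-DNA. Fluorescence polarization was read for both dyes.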
RGS4 inh – inhibitors of human regulator of G protein signaling 4; Transcreener GDP fluorescence polarization, RGS4-accelerated GTP hydrolysis; Potency, µM (titrated, usually from 114 µM), for the others: at the highest dose activity change, negative = inhibition, hits mostly inhibitors; 0.039% of 390,000 active; AID 504845; note: potency is the fitted concentration of half-maximal effect; % is set by controls: 0 for no effect and ±100 for the full control effect; nearly all actives have a fitted effect of over 75% in size; some results filed as inactive show a strong effect at the top dose
Target sequence (P49798 whole entry, looked up): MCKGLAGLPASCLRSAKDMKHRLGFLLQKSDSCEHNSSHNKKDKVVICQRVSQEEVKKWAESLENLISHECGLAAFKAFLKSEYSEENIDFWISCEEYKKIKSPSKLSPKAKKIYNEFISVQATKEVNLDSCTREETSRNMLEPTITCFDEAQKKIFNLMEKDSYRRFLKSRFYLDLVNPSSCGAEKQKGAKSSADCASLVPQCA
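MLSMR compounds (23 nl, pin-transferred) preincubated 10 min at room temperature with a 500nM (2x) first reagent, then RGS4 at 900nM (2x) plus Transcreener GDP mix added; fluorescence polarization (620/688 nm) read before and after 90 min at 30 °C.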
HP1b chromo inh – HP1-beta chromodomain-methylated histone interaction inhibition; 0.56% of 390,000 active; Potency, µM (top dose mostly 114 µM), for the others: at the top dose activity change, negative = inhibition, hits mostly inhibitors; P83916; AlphaScreen HP1-beta / biotin-H3K9me3 peptide binding; AID 540317; note: potency is the fitted concentration of half-maximal effect; nearly all actives have a fitted effect of over 70% in size; inactives centre near 23
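AlphaScreen: HP1-beta (50 nM) preformed 30 min with biotin-H3(1-18)K9me3 peptide (50 nM) in PBS pH 7.4, 0.01% Tween-20. Compound added for 30 min at RT, then streptavidin donor/nickel chelate acceptor beads (10 ug/mL) for 30 min.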
BAZ2B block – inhibitors of human BAZ2B bromodomain. Q9UIF8. AlphaScreen BAZ2B-H3K14Ac peptide displacement. Potency, µM (series often up to 114 µM), for the others: top-dose activity change, negative = inhibition, actives largely listed as inhibitors. 4.4% of 360,000 active. AID 504333; note: potency is the fitted concentration of half-maximal effect; % is set by controls: 0 for no effect and ±100 for the full control effect; nearly all actives have a fitted effect of over 60% in size
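Multi-concentration screen (max 110 uM) measuring displacement of acetylated histone H3 peptide from BAZ2B by AlphaScreen, using 50 nM protein, 50 nM peptide and 10 ug/mL streptavidin donor plus Ni-chelate acceptor beads.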
GLS inh – inhibitors of human glutaminase (GLS). GLS enzymatic activity, qHTS titration. Potency, µM (top dose mostly 45.5 µM), for the others: at the highest dose activity change, negative = inhibition, hits mostly inhibitors. 0.21% of 410,000 active. AID 624170; note: potency is the fitted concentration of half-maximal effect; % is set by controls: 0 for no effect and ±100 for the full control effect
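Coupled fluorescence readout: glutamate oxidase/HRP/Amplex Red detect glutamate formed by hKGA from L-glutamine (1 mM solution added). Buffer 45 mM KH2PO4 pH 8.2, 0.02% Tween-20; reads at t0 and 30 min RT.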
PI4K2A inh – inhibitors of human PI4K2A; Q9BTU6; purified PI4K2A, ADP-Glo luminescence, 1 h; stronger effect = lower value; activity change, negative = inhibition, % at 76.9 µM; 0.13% of 420,000 active; in the data active = activity change below about -50%; inconclusive = mostly about -30% to -49%;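 note: -100% = wells without enzyme as full effect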
Target sequence (Q9BTU6 whole entry, looked up): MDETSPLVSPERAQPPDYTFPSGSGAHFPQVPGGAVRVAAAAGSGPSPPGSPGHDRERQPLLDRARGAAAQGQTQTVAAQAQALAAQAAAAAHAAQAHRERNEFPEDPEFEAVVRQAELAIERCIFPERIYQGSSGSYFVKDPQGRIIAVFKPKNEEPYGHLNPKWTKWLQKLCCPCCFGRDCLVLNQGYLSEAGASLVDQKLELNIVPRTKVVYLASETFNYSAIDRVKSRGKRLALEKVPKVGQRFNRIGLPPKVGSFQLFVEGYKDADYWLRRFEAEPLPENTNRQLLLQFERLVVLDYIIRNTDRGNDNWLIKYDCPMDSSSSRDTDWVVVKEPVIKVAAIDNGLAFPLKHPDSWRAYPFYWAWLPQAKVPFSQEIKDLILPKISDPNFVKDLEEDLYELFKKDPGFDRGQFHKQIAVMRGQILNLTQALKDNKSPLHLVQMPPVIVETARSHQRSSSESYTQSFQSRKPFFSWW
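Compounds are screened against recombinant PI4K2A using PI as substrate and ATP, the latter dispensed at 300 microM. Reactions run one hour at ambient temperature before ADP-Glo detection; full inhibition defined by wells lacking enzyme.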
ALOX12 inh – ALOX12 (human) lipoxygenase inhibition. P18054. purified 12hLO, xylenol orange hydroperoxide absorbance. Potency, µM (doses to about 108 µM), for the others: at the highest dose activity change, negative = inhibition, most hits filed as inhibitors. 1.1% of 580,000 active. AID 1671190; note: potency is the fitted concentration of half-maximal effect; % is set by controls: 0 for no effect and ±100 for the full control effect
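Purified human 12hLO at 150 nM in 25 mM Hepes, 0.01% Triton X-100, pH 7.0, preincubated 15 min at room temperature with compound. Reaction started with 40 uM arachidonic acid, 30 min at room temperature. Hydroperoxide measured by Fe-xylenol orange, 573/405 nm absorbance ratio.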
Numbers without * were called inactive; ? = inconclusive; nt = no result given; & = joins results of further samples; [ ] = dose if it differs, or a comment. Unless noted, calls come from the whole dose curve; as a rule, active = well fitted curve in the direction sought with a large enough effect; inconclusive = small, poorly fitted or top-dose-only effect, or another doubt; inactive = no such curve, though single readings can be large; an effect the other way counts as inactive or inconclusive.

SMILES	JMJD2A Tudor	G9a block	ERG-DNA inh	RGS4 inh	HP1b chromo inh	BAZ2B block	GLS inh	PI4K2A inh	ALOX12 inh
CCCCC(=O)Nc1ccc2nc(SCC(=O)N3CCOCC3)sc2c1	2%	12%[59 µM]	-1%	-7%	33%	-4%	8%	1	-5%
COc1ccc(C(=O)N/C(=C/c2cccnc2)C(=O)Nc2cccc(C(C)=O)c2)cc1OC	56µM*	0%[12.7 µM]	-6%	-48%	1%	3%	0%	5	5%
COc1cc(C2c3cc4c(cc3OC(NCc3ccccc3)C2C)OCO4)cc(OC)c1OC (configuration not stated)	?	nt	nt	-37%	?	nt	2%	3	?
O=C(Nc1ccc(S(=O)(=O)N(Cc2ccccc2)c2ccccc2)cc1)c1ccc(F)cc1	-15%	-1%[59 µM]	2%	3%	40%[activator]	-12%	-3%	-1	-11%
COc1ccc(CCNC(=O)CCc2c(C)c3cc4c(C)c(C)oc4cc3oc2=O)cc1OC	-14%	-23%[59 µM]	0%	-36%	24%	-23%	-4%	-11	-24%
O=C(NCC1COCCO1)c1ccc(OC2CCN(CCc3ccccc3)CC2)cc1 (configuration not stated)	-14%	14%	3%	7%	2%	-5%	5%	8	-10%
CC[C@@]12C(=O)N(c3cccc(F)c3)C(=O)N1[C@H](c1ccc(F)cc1)[C@@H]1C(=O)N(C3CCCCC3)C(=O)[C@@H]12	-23%	nt	-1%	-10%	42%[activator]	?	-1%	-1	nt
COc1cccc(CNC(=O)Nc2cc(C(=O)NCc3cccc(F)c3)ccc2N2CCCC2)c1	-9%	-3%[59 µM]	-2%	11%	15%	-13%	1%	1	?
COc1ccc(/C=C(\NC(=O)c2ccc([N+](=O)[O-])cc2)C(=O)NCCCN2CCOCC2)cc1	-6%	-3%[59 µM]	-5%	-3%	-12%	-26%	-15%	-3	-5%
CSc1cccc(NS(=O)(=O)c2ccc3c(c2)NC(=O)C(C)C(=O)N3)c1 (configuration not stated)	-19%	3%	15%	-3%	35%	3%	-1%	-2	6%
CCCCc1nc(NCCNC(=O)c2ccccc2)c(C#N)c2c1CSC(C)(C)C2	-8%	17%[12.7 µM]	-5%	14%	22%	-3%	-1%	-13	14%
O=C(CN1CCCCC1)Nc1ccc(S(=O)(=O)c2ccc(NC(=O)CN3CCCCC3)cc2)cc1	-8%	nt	-13%	-23%	23%	nt	-18%	-4	2%
Nc1nc(Cl)cc(Sc2ccc(F)cc2)n1	6%	23%[59 µM]	-1%	9%	20%	-3%	-1%	11	?
N#CC(C(=O)NC1CCCCC1)=C1CCCCCC1	-15%	-3%[59 µM]	-4%	-20%	33%	-8%	-5%	-3	-9%
O=c1cc(O)nc(-c2ccc(Cl)cc2)s1	-18%	28µM*	-9%	-43%	-12%	-36%	16%	0	45µM*
O=C(c1cccc(S(=O)(=O)NCc2ccccc2)c1)N1CCN(c2ccccc2Cl)CC1	-19%	nt	4%	-9%	23%	nt	-10%	0	95%[activator]
COc1cccc2cc(C(=O)C3=C(O)C(=O)N(CCN4CCOCC4)C3c3cccs3)oc12 (configuration not stated)	79µM*	17%[59 µM]	-15%	3%	7%	-8%	-9%	2	?
CN(Cc1ccccc1)C(=O)CSc1nc2ccccc2n1Cc1ccccc1F	2%	0%[12.7 µM]	1%	2%	48%[activator]	-9%	-6%	-4	?
CN1[C@@H]2CCC[C@H]1CC(NC(=O)c1nn(C)c3ccccc13)C2 (some centres not stated)	-12%	-18%[12.7 µM]	-14%	-29%	63%[activator]	2%	5%	-6	0%
Cc1c(Cl)ccc(S(=O)(=O)NCCN2CCOCC2)c1Cl	10%	47%	0%	15%	29%	?	4%	-1	-8%

Quoted from the listing:
Reading of CCCCc1nc(NCCNC(=O)c2ccccc2)c(C#N)c2c1CSC(C)(C)C2 under HP1b chromo inh: 22%
Reading of COc1ccc(CCNC(=O)CCc2c(C)c3cc4c(C)c(C)oc4cc3oc2=O)cc1OC under PI4K2A inh: -11
Reading of COc1ccc(C(=O)N/C(=C/c2cccnc2)C(=O)Nc2cccc(C(C)=O)c2)cc1OC under PI4K2A inh: 5

New compounds follow:
SMILES	JMJD2A Tudor	G9a block	ERG-DNA inh	RGS4 inh	HP1b chromo inh	BAZ2B block	GLS inh	PI4K2A inh	ALOX12 inh
COc1cccc(C(C(=O)Nc2ccc(F)cc2)N(C(=O)Cn2nnc3ccccc32)C2CC2)c1 (configuration not stated)	-22%	24%[0.0925 µM]	nt	10%	-5%	-6%	-4%	0	-31%
CN1CCOCCOCCN(C)C(=O)N2CCOCCOCCN(CCOCC2)C1=O	-2%	-7%[59 µM]	nt	20%	11%	3%	?	1	15%
CC1=NN(C(N)=S)C(=O)C1N=Nc1c(C)n(C)n(-c2ccccc2)c1=O (configuration not stated)	?	nt	8%	10%	14%	nt	?	3	303%[activator]
COCCCN1C(=O)C2C(C(=O)Nc3cccc(Cl)c3)C3C=CC2(O3)C1C(=O)NC1CCCCC1 (configuration not stated)	-11%	10%	2%	-13%	10%	-14%	7%	-1	nt
COc1cc2c(=O)n(CC3CCCO3)c(=O)n(CC(=O)Nc3cccc(Cl)c3)c2cc1OC (configuration not stated)	-25%	8%[59 µM]	-15%	-2%	-2%	-33%	-1%	0	0%
COC(=O)c1sccc1NC(=O)CC1C(=O)NCCN1C(=O)c1ccc(C)c(C)c1 (configuration not stated)	5%	-2%	0%	-32%	30%	-9%	-5%	1	0%
Cc1ccc(NC(=O)C2CCCN(S(=O)(=O)c3cccc4cccnc34)C2)cc1 (configuration not stated)	-11%&-18%	21%	6%&-8%	-5%&9%	24%&23%	-4%&-7%	-7%&1%	7&-1	-4%&-14%
O=C(NNc1ccc(Cl)nn1)c1ccc(Cl)cc1	1%	?	9%	5%	18%	-24%	14%	-1	0%
C=CCc1cc(C=Nc2ccc(N3CCOCC3)cc2)cc(OCC)c1O	-19%	nt	-4%	-20%[56.9 µM]	5%	nt	0%	-22	?
CCOc1cc(/C=N/NC(=O)C(C)Sc2ccccn2)ccc1O (configuration not stated)	0%	32%[59 µM]	1%	2%	22%	9%	2%	-3	-8%
Cc1oc2cc3oc(=O)c(CCC(=O)N[C@H](C(=O)O)C(C)C)c(C)c3cc2c1C	-21%	?	-6%	7%	13%	0%	-2%	1	0%
CCOP(=O)(c1ccccc1)C(O)c1ccccc1 (configuration not stated)	-10%	18%[59 µM]	1%	6%	34%	6%	5%	0	-14%
C[C@H](CO)N1C[C@H](C)[C@@H](CN(C)Cc2ccccc2)Oc2c(NC(=O)c3ccncc3)cccc2C1=O	-22%	nt	-8%	-9%	27%	nt	10%	-2	-55%
CCCOc1ccc(-c2nc(N)n[nH]2)cc1	?	19%[12.7 µM]	10%	25%	3%	-2%	31%[activator]	1	21%
O=S(=O)(O)C(c1ccccc1)C1(O)CCCCC1 (configuration not stated)	9%	nt	-9%	-8%	20%[57 µM]	nt	0%	4	-14%
CC(=O)Nc1ccc(/C=C(\C#N)C(=O)NC2CCCCC2C)cc1 (configuration not stated)	-8%	-18%	7%	24%	16%	-18%	0%	-9	1%
CCCc1cc(=O)[nH]c(SCC(=O)NCCCC(=O)OCC)n1	3%	nt	6%	25%	16%	11%	11%	4	0%
CCC(C(=O)Nc1ccc(C)c(C)c1)n1c(=O)c(C(F)(F)F)nc2ccccc21 (configuration not stated)	-6%	2%[59 µM]	2%	15%	10%	4%	1%	-2	-16%
CC(=O)Nc1c2c(nn1-c1ccccc1C)CS(=O)C2 (configuration not stated)	-10%	10%	-16%	?	32%	-12%	-1%	2	-3%
CCOC(=O)C1=C(C)NC(=O)NC1c1ccc(OCC(=O)OC)c(OC)c1 (configuration not stated)	-1%	?	-3%	30%	45%[activator]	4%	17%	-7	?
Cc1cc(NC(=O)CSc2nnc(-c3cccnc3)n2C2CCCCC2C)no1 (configuration not stated)	-20%	3%	-3%	-8%	25%	-11%	-4%	14	307%[activator]
CSCc1cc(N(C)c2ccccc2)nc(-c2ccccn2)n1	?	?	-15%	-7%	19%	?	-3%	-4	10%
Cc1cccc(N2CC(C(=O)Nc3nnc(SCc4ccccn4)s3)CC2=O)c1 (configuration not stated)	-35%	10µM*	3%	-37%	37%	?	-7%	-14	?
O=C(Nc1cccc(-c2cccc(F)c2)c1)C1CCN(C2CCOCC2)CC1	-21%	17%	-3%	6%	16%	-5%	2%	5	-1%
COc1ccc(-c2nnc(N(C)C(=O)c3ccco3)s2)cc1OC	-7%	22%[59 µM]	-3%	20%	1%	5%	-18%	0	?
COc1cccc(C(=O)c2cn(CC(=O)Nc3cccc(C(F)(F)F)c3)c3nc(C)ccc3c2=O)c1	-13%	0%[59 µM]	-1%	-33%	10%	2%	0%	-2	?
CCSc1nnc(NC(=O)CN2C(=O)NC3(CCCC3)C2=O)s1	-7%	7%[12.7 µM]	-8%	36%	27%	1%	0%	2	-2%
O=S(=O)(NCCc1nnc2ccc(SCc3ccccc3Cl)nn12)c1ccccc1	-24%	-31%[59 µM]	-1%	19%	13%	?	4%	0	-18%

This is a subset, so the mix of outcomes need not match the whole.
